Screening data as filed in PubChem.
CRFBP-R2 block = antagonists of CRF-BP/CRF-R2 complex, primary screen, cell-based, HEK293, calcium dye fluorescence, uHTS. CRF-induced calcium fluorescence. inhibition, % at 11.8 µM. 350,000 tested, 0.59% active. AID 588475, 2011;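 active = inhibition of the ligand-induced calcium signal above about 50% at the single tested concentration, limit read from the data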
GalR3 antag = GalR3 antagonists in HEK293 cells, primary screen, cell-based, fluorescence readout; HEK293 GalR3-CNG cAMP membrane potential fluorescence; galR3 body fused to GalR1 C-terminus; inhibition, % at 3 µM; 360,000 tested, 0.44% active; AID 651719, 2012;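 active = inhibition above the screen-wide average plus 3 SD, cut at about 13% in these data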;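 note: forskolin and galanin both at EC90 stimulate the cells; cAMP rise reported by CNG channel membrane potential dye signal; 0% = forskolin plus galanin with DMSO and 100% = forskolin alone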
CRFBP-R2 agonist = agonists of CRF-BP/CRF-R2 complex, primary screen, cell-based, HEK293, calcium dye fluorescence, uHTS; CRF-binding protein / CRF receptor 2 complex (human); calcium dye fluorescence (FLIPR); percent of saturating CRF peptide response; activation, % at 13.2 µM; 350,000 tested, 0.46% active;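 active = activation of at least 50%, plus an integration ratio under a set limit after plate pattern correction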;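 note: plate controls were neutral control wells without compound for no effect and CRF at EC100 for full effect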
MEKK3 PB1 HTS = modulators of MEKK3-MEK5 PB1 binding, primary screen, biochemical, wildtype MEKK3, multiplex bead flow cytometry, Alexa488-MEK5 | Mitogen-activated protein kinase kinase kinase 3 (Homo sapiens), Q99759 | bead-based flow cytometry, Alexa488-MEK5 binding to MEKK3; actives lie on both sides; 0 = blocked by unlabeled MEK5, 100 = vehicle | binding response (% of control), % at 10 µM | 290,000 tested, 1.4% active | AID 1529, 2009;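 active = binding response more than 3 SD above or below the average of its plate-row segment, actives on both sides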;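 note: Alexa488 bead fluorescence after subtracting the streptavidin-only scavenger bead signal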
CHRM4 PAM = human M4 muscarinic receptor positive allosteric modulators, primary screen, CHO-K1 cells, Fluo-8 calcium fluorescence. Muscarinic acetylcholine receptor M4 (Homo sapiens), P08173. CHO-K1 hM4/Gqi5, ACh EC20; 0% = ACh EC20, 100% = maximal ACh. activation, % at 3 µM. 360,000 tested, 0.4% active. AID 624126, 2012;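 active = activation above its plate's cutoff, the mean activation of sample wells plus 3 SD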; note: some results filed as inactive read as strong as hits
p-CIP stab down = p/CIP-EGFP fusion destabilizers, primary screen, fluorescence, F442A cells | 16 h | decrease of EGFP signal, % at 10 µM | AID 1984, 2009 | Q05BA5 | 290,000 tested, 0.01% active;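 active = EGFP signal decrease of at least 30% at 10 µM or well 3 SD below plate mean, unless failing retest; inactive = the rest, including hits failing retest or dose response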; note: some compounds called inactive have numbers as strong as hits; many of its hits are not listed in these tables
PHOSPHO1 inh = PubChem AID 1565; Phosphoethanolamine/phosphocholine phosphatase (Homo sapiens), Q8TCT1; recombinant PHOSPHO1, absorbance phosphatase assay; inhibition, % at 13.3 µM; 290,000 tested, 1.1% active; in the data active = inhibition above about 60%
IDE cell inh = human IDE inhibitors in live cells, primary screen, fluorescence polarization, HEK cells, FAbetaB substrate; Insulin-degrading enzyme (Homo sapiens), P14735; FAbetaB cleavage; inhibition, % at 5.59 µM; 320,000 tested, 0.41% active; AID 434962, 2010;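 active = percent inhibition above the average of all tested compounds plus 3 SD, set per screening campaign, cut at about 16% in these data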;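 note: IDE supplied by intact live HEK cells; FP after avidin binding of uncleaved biotin substrate so inhibition keeps polarization high; 0% = DMSO wells and 100% = 60 µM reference IDE inhibitor Ii1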
IDE cell activ = human IDE activators in live cells, primary screen, fluorescence polarization, HEK cells, FAbeta-B substrate; Insulin-degrading enzyme (Homo sapiens), P14735; AID 493087, 2011; 340,000 tested, 0.073% active; activation, % at 5.96 µM; FAbeta-B cleavage; 0% vehicle, 100% cell-free pure enzyme wells;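 active = activation above the mean of all tested compounds plus 3 SD, set per screening campaign, cut at about 17% in these data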
* marks the source's active call; other numbers are inactive results; x = no result given; [ ] = another dose, or the depositor's remark. Compounds as they come; 4.2% or so of the library scored in one or more.

SMILES	CRFBP-R2 block	GalR3 antag	CRFBP-R2 agonist	MEKK3 PB1 HTS	CHRM4 PAM	p-CIP stab down	PHOSPHO1 inh	IDE cell inh	IDE cell activ
COc1cc2c(C(=O)NCc3ccccn3)cn(C)c(=O)c2cc1OC	-3	0	-0.7	100	8	-1	6	12	-5
CCN(C[C@H]1N[C@@](C)(C(=O)OC)[C@H]2C(=O)N(C)C(=O)[C@@H]12)C(=O)Nc1ccc(C(F)(F)F)cc1	-12	-6	-1.4	x	10	x	x	-3	3
COC(=O)C1=C(C)N(CCCC(=O)O)C(=O)NC1c1cc2c(cc1[N+](=O)[O-])OCO2 (configuration not stated)	33	-4	0.5	106	2	-11	16	0	5
CC(C)CN1CCC(=O)N(CCC#N)CC1	-2	2	0.7	101	8	-11	-7	4	2
CN(C(=O)c1ccc(NC(=O)Cc2cccc(NC(=O)C3CCN(C(=O)C4CCCCC4)CC3)c2)cc1)C1CCCC1	10	-1	-3.2	x	7	x	x	-1	6
CCOc1ccc(/C=C/C(=O)Nc2ccc3[nH]c(=O)[nH]c3c2)cc1	29	2	-0.6	116	7	-3	-8	1	8
S=C(NCc1ccccc1)NCc1ccccc1	17	-6	-0.9	x	9	-18	16	0	-2
C/C(=N\NC(=O)c1cc(-c2cccc([N+](=O)[O-])c2)n[nH]1)c1ccccc1O	4	1	0.6	98	7	5	-7	-3	6
Cc1ccc(NC(=O)CCC(=O)NNC(=O)Nc2cccc(Cl)c2)c(C)c1	-2	-3	-0.7	100	0	1	43	-2	2
COc1ccc(NC(=O)C2CCCN(S(=O)(=O)c3ccc(Cl)cc3)C2)cc1OC (configuration not stated)	1	-10	-0.7	102	1	-9	22	3	-2
COc1ccc(C(c2c(C)[nH]n(C(N)=S)c2=O)C(C#N)C#N)cc1 (configuration not stated)	-12	1	0.9	91	-2	-8	1	2	0
CCCCN(CC(=O)NC1CCCC1)C(=O)C(=O)Nc1ccc2c(c1)OCCO2	2	-10	0.8	101	-5	-5	19	7	2
CC(C)CCNC(=O)c1ccc2nc[nH]c2c1	8	-2	3.8	103	5	4	5	1	5
CCOCCc1nnc(N)s1	-18	-8	-0.5	104	1	-12	8	2	2
Cc1c(-c2ccccc2)n[nH]c1C(=O)NN	-1	-3	-0.4	92	-1	-6	-21	5	1
Cc1cc(-n2cnc3c(=O)[nH]cnc32)ccc1N	-15	-8	2.1	94	2	1	-6	2	-4
Cc1ccc(Cn2c(Cc3ccccc3)nc3ccccc32)cc1	-1	-2	1.7	103	-8	-5	23	6	0
COc1cccc(NC(=O)N2CCCC2)c1	9	3	-0.5	98	-4	-21	6	-2	0
C=CCN(CC=C)C(=O)C1CCN(S(=O)(=O)c2ccc(N3CCCC3=O)cc2)CC1	-7	3	-1.4	100	-3	-6	32	4	8
COc1ccccc1NS(=O)(=O)c1cccc(NS(=O)(=O)c2cc(C(=O)O)ccc2Cl)c1	2	-4	-2.1	x	2	x	x	x	x
Cc1ccc(C)c(S(=O)(=O)N2CCN(C(=O)Cn3c(C(F)(F)F)nc4ccccc43)CC2)c1	8	1	-1.0	106	-2	-6	-57	3	3
CCCNC(=O)N1CCC(C(=O)c2ccc(F)cc2)CC1	-2	0	-2.0	100	-1	-20	12	-5	-4
O=C(Cc1ccc(NC(=O)C2CCN(C(=O)c3ccccc3)CC2)cc1)Nc1ccc(C(=O)N2CCOCC2)cc1	2	-5	-0.6	x	0	x	x	x	1
O=C1CN(S(=O)(=O)c2cc(Br)ccc2Br)CCN1	-12	-5	-2.1	x	3	x	x	0	0
O=C(Cc1ccccc1)N/N=C/c1ccc2cccc(O)c2n1	11	-3	-2.0	96	3	-7	51	9	-3
SMILES	CRFBP-R2 block	GalR3 antag	CRFBP-R2 agonist	MEKK3 PB1 HTS	CHRM4 PAM	p-CIP stab down	PHOSPHO1 inh	IDE cell inh	IDE cell activ
c1ccc(NC2=Nc3cccc4cccc2c34)cc1	-8	-7	2.0	96	-9	-16	-20	0	4
Cc1ccc(NC(=O)CCN2C(=O)NC(C)(C)C2=O)cc1F	2	-4	2.5	x	10	x	x	x	-1
COCC(=O)Nc1cc(C)cn(Cc2cccc(C(F)(F)F)c2)c1=O	-2	-9	-2.3	98	0	-15	8	-1	-4
Cc1oc(-c2ccccc2F)nc1CN1CCC(C(=O)NCc2ccco2)CC1	-17	-1	-1.6	96	5	-11	-11	1	6
C/C(=N/NS(=O)(=O)c1ccc(Cl)cc1)c1cccc(NC(=O)c2ccc(Cl)cc2Cl)c1	20	-5	0.4	x	-2	-3	40	-4	0
CCn1c(O)c(N=Nc2ccc(Cl)c(C(=O)O)c2)c2ccccc21	-2	-3	1.4	111	3	-14	6	3	5
NCC(O)CN1CCN(Cc2ccccc2)CC1 (configuration not stated)	-12	-6	3.7	96	-1	5	47	-1	5
COc1ccc(C(CNC(=O)c2cc(C)oc2C)N2CCOCC2)cc1 (configuration not stated)	-9	-4	3.5	100	13	0	-92	4	4
CN(C)CCCN=Cc1c(O)n(Cc2ccccc2)c(=O)c2ccccc12	-8	-2	1.5	107	0	-1	26	-2	4
COc1ccc(S(=O)(=O)Nc2cccc(-c3ccc4nncn4n3)c2)cc1F	-24	-7	0.1	99	2	8	-8	-3	1
O=C(Nc1ccc2c(c1)OCO2)C1CCCN1C(=O)Nc1ccccc1 (configuration not stated)	8	-6	0.5	99	2	-11	18	0	6
O=C(Cn1cc(C(=O)c2ccco2)c2ccccc21)NCc1ccco1	-5	-3	-0.1	91	-5	-14	52	12	7
COc1cc(CNC[C@H]2O[C@@H](n3cnc(C(N)=O)n3)[C@H](O)[C@@H]2O)ccc1OCc1cccc(Cl)c1	-8	-7	1.4	x	1	x	x	x	-2
CCC1Oc2ccccc2N(CC(=O)NCCCN2CCCCC2C)C1=O (configuration not stated)	-12	0	7.0	100	5	3	4	-4	4
Cc1cccc(Cn2c(C(C)(C)C)cc3cccnc32)c1	-15	-6	1.4	105	-11	-3	-6	-3	7
CC(C)c1ccc(NC(=S)NCc2cccs2)cc1	21	-5	0.1	97	-6	-4	33	-4	3
CC(C)(C)SCCNC(=O)CSCc1ccc([N+](=O)[O-])cc1	7	-7	-0.5	x	-1	-10	28	-2	6
CCc1ccc(NC(=O)CCCNC(=O)Cn2cnc3sc(C)c(C)c3c2=O)cc1	9	-1	-0.3	102	-8	-10	16	-2	1
COc1ccc(NC(=O)CN(C)CC(=O)Nc2cccc(F)c2)cc1Cl	-2	-1	0.5	102	-11	11	-39	-5	7
CCOc1ccc(Nc2ccc(N)c(S(=O)(=O)O)c2)cc1	8	-3	3.0	x	0	x	x	x	2
CNc1nc(CCN2C(=O)c3ccccc3C2=O)cs1	-30	-5	2.5	100	17	4	-1	-3	6
C=C1CCC2[C@](C)(CO[C@@H]3O[C@H](CO)[C@@H](O)[C@H](O)[C@H]3O)CCC[C@@]2(C)[C@@H]1CCC1=CCOC1=O (some centres not stated)	2	1	-0.5	x	1	x	x	-7	7
Cc1nnc2sc(SCc3ccccc3)nn2c1=O	x	x	x	102	x	8	-26	6	x
CCC(C)(C)NC(=O)c1cc([N+](=O)[O-])ccc1N1CCCCC1	-7	-6	-1.5	106	0	0	-4	-1	-1
Cc1csc(SCC(=O)Nc2cccc(S(=O)(=O)N3CCOCC3)c2)n1	16	1	-1.9	89	2	-2	52	1	-5
SMILES	CRFBP-R2 block	GalR3 antag	CRFBP-R2 agonist	MEKK3 PB1 HTS	CHRM4 PAM	p-CIP stab down	PHOSPHO1 inh	IDE cell inh	IDE cell activ
Cc1c(C(=O)O)cc(C(C)(C)C)n1CCSCCO	4	-4	-0.5	127	23	-11	33	0	-2
O=C(CN(c1cccc(Cl)c1)S(=O)(=O)c1ccccc1)NN=C1CCCC1	-7	-3	-2.0	97	-2	-6	-10	2	5
O=C1NCCN/C1=C\C(=O)c1ccc(F)cc1	8	-3	-5.7	108	1	-3	24	7	3
O=C(CN1CCN(c2cccc(C(F)(F)F)c2)CC1)NCc1ccccc1	-5	-4	-2.4	104	4	-5	x	0	4
O=C(O)c1ccc(C2(c3ccc(C(=O)O)cc3)OC(=O)c3ccccc32)cc1	2	-8	-3.7	106	5	-8	15	-3	-1
Cc1ccc(NC(=O)COC(=O)c2cc(-c3cccs3)nn2-c2ccccc2)cc1[N+](=O)[O-]	-7	-7	0.4	100	-3	-4	5	8	-3
CCCN(CC(=O)Nc1ccccc1C)C(=O)c1ccc(N2CCCCCC2)c([N+](=O)[O-])c1	1	-2	-2.1	104	-8	1	38	-3	12
Cc1cc(/C=N/NC(=O)C(=O)N2CCCC2)c(C)n1-c1cccc(Br)c1	-31	-2	-0.5	95	-6	3	16	4	6
COC(=O)c1ccccc1NC(=O)c1ccccc1N(C)S(C)(=O)=O	-9	-3	0.9	100	-4	4	-4	1	1
Cc1cc(C(=O)Nn2cnnc2)ccc1[N+](=O)[O-]	4	-6	1.8	99	4	-3	49	6	5
CCN1C(=O)[C@H]2[C@@H](c3ccc(OC)cc3)N[C@]3(CCCN(Cc4ccccc4)C3=O)[C@H]2C1=O	18	-7	0.9	x	1	x	x	x	x
COc1ccc(-c2nc(CCNS(=O)(=O)c3ccc4c(c3)OCCO4)cs2)cc1	15	x	-1.0	99	-13	-20	-18	1	-2
Cc1ccccc1OCC(O)CN1C(=O)c2ccccc2C1=O (configuration not stated)	2	-13	4.4	103	2	-4	x	0	2
COc1ccc(NC(=O)CS(=O)(=O)c2ccccc2)cc1	-3	-8	-1.6	105	3	-15	24	4	0
Cc1cccc(-n2c(Cc3cc(=O)[nH]c(=O)[nH]3)nnc2SCC(=O)Nc2cccc(C(F)(F)F)c2)c1	8	-1	-1.4	96	2	-1	1	18*	-1
CN(CCn1ccnc1)Cc1cn(Cc2ccccc2)nc1-c1ccc2c(c1)OCO2	7	-6	-6.0	93	-2	4	27	0	8
Cc1ccc(C)c(OCCC(=O)OC(C)C(=O)Nc2c(C)n(C)n(-c3ccccc3)c2=O)c1 (configuration not stated)	0	-4	0.8	x	12	x	x	-6	-2
CC(C)CCn1cnc2c(sc3nc4c(cc32)CSC(C)(C)C4)c1=O	-22	-3	-0.1	99	-1	-4	4	-2	7
Cc1ccc(S(N)(=O)=O)c(C)c1-n1cnnn1	21	2	-0.4	102	3	10	-10	0	0
CCn1c(NC(=O)c2ccccc2)c(-c2cccs2)c(=O)c2ccccc21	2	-2	-2.3	82*[inhibitor]	10	5	16	10	5
CCOc1ccccc1-c1nc(SCC(=O)O)n[nH]1	31	3	-2.9	97	20	10	29	4	2
O=C1[C@H]2[C@H]3[C@H](O)[C@H](O)C/C(=N\OC[C@@H](O)COCc4ccco4)[C@@H]3CC[C@H]2C(=O)N1c1ccc(F)cc1F	x	x	x	98	x	-11	-14	2	x
CCOC(=O)C1=C(C)Nc2nc(C)nn2C1c1cc(OC)ccc1OC (configuration not stated)	-6	3	-1.2	95	1	7	1	4	0
Cc1cc([N+](=O)[O-])nn1CC(=O)Nc1cnc2ccccc2c1	13	-7	0.9	100	1	14	14	-9	3
